ANO1 activ – activates or potentiates the mouse TMEM16A chloride channel; Q8BHY3; HEK293 TMEM16A/YFP-H148Q/I152L, iodide quench fluorescence; stronger effect = lower value; B-score at 10 µM; hit rate 0.3% among 340,000; AID 623877;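 active = fluorescence-ratio B-score plate-corrected deviation score at least 3 library SD below zero, with starting fluorescence score within 5 deviations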;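 also: channel opened by trigger with iodide after compound preincubation; score built on the fluorescence ratio of max minus min over baseline; more negative score means more quench and so TMEM16A activation or potentiation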
KCNQ1 pot – potentiators or activators of human KCNQ1 potassium channel. P51787. CHO-K1 KCNQ1, thallium flux FluxOR fluorescence; stronger effect = higher value. B-score at 10 µM. hit rate 0.35% among 310,000;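 active = fluorescence ratio B-score, a plate-corrected score, at least three library SD, with initial intensity B-score within 5 SD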
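System: Stable KCNQ1 CHO-K1 line | Incubation: 90 min dye loading and 20 min compound exposure, both at room temperature | Measure: Ratio B score | Medium: Assay buffer for compound exposure, DMSO matched across wells | Compound dosing: Single-concentration screen | Probe or stimulus: K+/Tl+ depolarizing stimulus | Measured by: Kinetic FluxOR fluorescence, 10 s baseline plus 110 s post-stimulus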
hERG protect – compounds protecting human hERG from proarrhythmic drug block | Q12809 | hit rate 0.51% among 310,000 | activation (rescue from dofetilide block), less the hit threshold, % at 10 µM | CHO-hERG, FluxOR thallium flux, dofetilide IC70 present;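 active = activation above the mean of controls blocked by dofetilide plus 5 SD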;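 also: thallium influx through hERG after potassium depolarization seen as dye fluorescence rise; in these data hits start at about 4.7%; inactives centre near -7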
KCNQ1 block – human KCNQ1 channel inhibition; CHO-K1 KCNQ1, FluxOR thallium flux fluorescence; stronger effect = higher value; B-score at 10 µM; hit rate 1.3% among 310,000; AID 2642;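 active = compounds whose thallium flux B-score, printed positive for inhibition, exceeds three library SD while starting fluorescence stays within three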;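 also: channel opened by potassium depolarization with thallium stimulus after 20 min compound exposure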
TMEM16A inh – blocks the mouse calcium-activated chloride channel TMEM16A | hit rate 1.2% among 310,000 | HEK293 TMEM16A/YFP iodide influx fluorescence, ionomycin | normalized B-score (activity score, 25-100; higher = stronger inhibition) at 10 µM;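 active = ratio plate-corrected score three or more library SD toward inhibition, starting fluorescence score within five deviations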;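 also: score derived from kinetic fluorescence span divided by baseline fluorescence per well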
TRPC4 act – activators of mouse TRPC4 channel; B-score at 10 µM; Q9QUQ5; hit rate 0.49% among 310,000; HEK293 TRPC4beta/mu-opioid, Fluo4 calcium fluorescence; stronger effect = higher value;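 active = B-score above 5 SD of library B-scores, and initial fluorescence ratio not above library mean plus 5 SD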;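 also: positive B-score marks a calcium rise read as TRPC4 activation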
Target sequence (Q9QUQ5 whole entry, looked up): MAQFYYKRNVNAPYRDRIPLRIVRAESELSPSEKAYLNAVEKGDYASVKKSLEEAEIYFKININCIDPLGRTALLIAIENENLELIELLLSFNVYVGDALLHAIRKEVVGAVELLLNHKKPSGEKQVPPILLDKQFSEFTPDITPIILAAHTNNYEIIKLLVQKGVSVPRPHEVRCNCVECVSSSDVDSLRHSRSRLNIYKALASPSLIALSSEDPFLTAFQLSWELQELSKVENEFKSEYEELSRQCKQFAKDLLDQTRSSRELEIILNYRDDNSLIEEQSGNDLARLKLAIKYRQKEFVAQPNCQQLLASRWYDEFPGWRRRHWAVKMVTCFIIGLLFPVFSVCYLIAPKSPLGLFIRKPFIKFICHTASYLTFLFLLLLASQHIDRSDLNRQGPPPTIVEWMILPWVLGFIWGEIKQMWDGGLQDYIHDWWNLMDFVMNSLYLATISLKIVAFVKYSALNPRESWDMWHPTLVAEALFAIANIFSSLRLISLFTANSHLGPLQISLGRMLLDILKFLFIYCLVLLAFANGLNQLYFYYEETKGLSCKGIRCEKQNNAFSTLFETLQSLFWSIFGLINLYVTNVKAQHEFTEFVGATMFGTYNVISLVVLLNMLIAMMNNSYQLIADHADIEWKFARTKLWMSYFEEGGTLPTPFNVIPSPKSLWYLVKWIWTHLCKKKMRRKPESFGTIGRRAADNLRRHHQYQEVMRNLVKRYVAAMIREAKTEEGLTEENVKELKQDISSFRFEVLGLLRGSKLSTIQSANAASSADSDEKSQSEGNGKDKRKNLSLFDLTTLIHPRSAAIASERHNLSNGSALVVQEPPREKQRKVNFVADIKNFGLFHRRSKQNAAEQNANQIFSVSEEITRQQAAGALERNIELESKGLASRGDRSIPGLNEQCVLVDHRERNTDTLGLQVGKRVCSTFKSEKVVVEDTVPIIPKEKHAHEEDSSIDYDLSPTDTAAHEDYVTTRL
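Assay system: HEK293 cells stably co-expressing mouse TRPC4beta and mu-opioid receptor / Timing: Fluo4 dye loading 45 min at room temperature, 110 s recording / Signal: Fluo4 calcium-sensitive dye fluorescence, kinetic, 1 Hz baseline / Read-out: integrated baseline-normalised fluorescence ratio, converted to per-well B score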
TRPC4 PAM – allosteric potentiators of mouse TRPC4 channel. Q9QUQ5. HEK293 TRPC4beta/mu-opioid, DAMGO EC20, Fluo-4 Ca2+ flux; stronger effect = higher value. B-score at 10 µM. hit rate 0.42% among 310,000. AID 2227;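 active = B-score of calcium response area above 5 SD of library B-scores, with initial fluorescence ratio within 5 SD of library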;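 also: B-score of integrated fluorescence ratio over time as area under calcium response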
KCNK3 block – human KCNK3 channel inhibition, primary screen; O14649; hit rate 0.84% among 340,000; B-score at 10 µM; CHO-KCNK3 thallium flux, FluxOR fluorescence; stronger effect = lower value;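 active = B-score under library mean minus 4 SD, starting fluorescence ratio at most library mean plus 5 SD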;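 also: more negative B-score means stronger inhibition of thallium flux through KCNK3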
DYRK1A inh – inhibitors of rat Dyrk1A kinase; inhibition, % at 12.5 µM; hit rate 0.43% among 310,000; AID 504441; ADP-Glo luminescence, NFATc1 peptide; in the data active = inhibition above about 50%;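 also: plate controls were vehicle with enzyme for no effect and no enzyme for full effect; many of its hits are not listed in these tables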
HDAC3 inh – blocks human histone deacetylase 3. O15379. inhibition, % at 8.3 µM. recombinant HDAC3, fluorogenic peptide/trypsin coupled, fluorescence. hit rate 0.15% among 320,000; in the data active = inhibition above about 26%, passing the limit was not always enough; inconclusive = no clear call, values can overlap the other calls
KCNK9 block – blocks the human KCNK9 two-pore domain potassium channel. B-score at 10 µM. HEK293 KCNK9, FluxOR thallium flux fluorescence; stronger effect = lower value. hit rate 1.2% among 310,000. Q9NPC2. AID 488922;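 active = ratio B-score over 3 SD below the library mean, with starting fluorescence within 5 SD of its mean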;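 also: negative B-score means less thallium flux so channel inhibition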
Active calls of the source: *; i = inactive; ? = inconclusive; . = not tested or not shown.

molecule	ANO1 activ	KCNQ1 pot	hERG protect	KCNQ1 block	TMEM16A inh	TRPC4 act	TRPC4 PAM	KCNK3 block	DYRK1A inh	HDAC3 inh	KCNK9 block
CC1(C)OC(C(=O)NC2CCCCC2)C(C(=O)NC2CCCCC2)O1 (configuration not stated)	i	i	-12	i	i	i	i	i	-2	1	i
Cc1ccc(CNC(=O)c2ccccc2NC(=O)CN2CC(C)OC(C)C2)cc1 (configuration not stated)	i	i	-20	i	i	i	i	i	5	-2	i
CC(=O)C(C)Oc1ccc2c3c(c(=O)oc2c1C)CCCC3 (configuration not stated)	i	i	-4	i	i	i	i	i	0	-30	i
CCCC(C(=O)Nc1ccncc1)c1ccccc1 (configuration not stated)	i	i	-4	i	i	i	i	i	.	0	i
Cc1ccsc1C(=O)NC(C)c1ccccc1 (configuration not stated)	i	i	-6	i	i	i	i	i	.	-3	i
CCC(C)[C@H](NC(=O)[C@@H]1CSC2c3ccccc3C(=O)N21)C(=O)NCc1ccco1 (some centres not stated)	i	i	-3	i	i	i	i	i	2	3	i
Cc1cc(C)c(OCC(=O)N/N=C/c2ccc3c(c2)OCO3)c(C)c1	i	i	-6	i	i	i	i	i	-1	.	i
CCOCCCn1c(=N)c(S(=O)(=O)c2ccc(C)cc2)cc2c(=O)n3cc(C)ccc3nc21	i	i	-9	i	i	i	i	i	-2	-2	i
CCn1nc(C)c(CNC(=O)C2CCC(=O)N(Cc3ccc(Cl)cc3)C2)c1C (configuration not stated)	i	i	-6	i	i	i	i	i	15	4	i
O=C1CSC(=S)N1/N=C/c1cccnc1	i	i	-6	i	i	i	i	i	17	0	i
CC(C)CNC(=O)c1ccccc1NC(=O)CSCc1ccccc1	i	i	-6	i	i	i	i	i	9	4	i
O=C(Nc1ccc2oc(-c3cccnc3)nc2c1)c1ccc(Br)o1	i	i	-6	i	i	i	i	i	5	-2	i
CC1CCN(c2cc(N3CCN(C(=O)c4ccc(F)c(F)c4)CC3)c([N+](=O)[O-])cc2F)CC1	i	i	-10	i	i	i	i	i	1	3	i
CCCCn1c(N)c(Sc2ccc(C)cc2)c(=O)[nH]c1=O	i	i	-3	i	i	i	i	i	-5	4	i
COC(=O)C(Cc1ccccc1)NC(=O)CNC(=O)c1sc2ccccc2c1Cl (configuration not stated)	i	i	-3	i	i	i	i	i	6	-3	i
CC(C)NC(=O)CSCc1ccccc1Cl	i	i	-7	i	i	i	i	i	15	2	i
Nc1ccccc1/C=N\N=C/c1ccccc1N	i	i	-6	i	i	i	i	i	-2	-1	i
Cc1nc(-c2ccccc2)c(Cc2ccccc2O)c(=O)[nH]1	i	i	-8	i	i	i	i	i	-2	-1	i
CSc1ccc(CN2CCN(C(=O)c3ccc([N+](=O)[O-])cc3)CC2)cc1	i	i	-10	i	i	i	i	i	-3	?	i
CN(C)c1ccc(C(O)P(=O)(OC2CCCCC2)OC2CCCCC2)cc1 (configuration not stated)	i	i	-1	i	i	i	i	i	0	0	i

An excerpt from above with just TMEM16A inh.
| structure | TMEM16A inh |
| --- | --- |
| Cc1cc(C)c(OCC(=O)N/N=C/c2ccc3c(c2)OCO3)c(C)c1 | i |
| CCOCCCn1c(=N)c(S(=O)(=O)c2ccc(C)cc2)cc2c(=O)n3cc(C)ccc3nc21 | i |

Next results follow:
molecule	ANO1 activ	KCNQ1 pot	hERG protect	KCNQ1 block	TMEM16A inh	TRPC4 act	TRPC4 PAM	KCNK3 block	DYRK1A inh	HDAC3 inh	KCNK9 block
CCOc1ccc(C2CC(c3cccc(OC)c3)n3nc(N)nc3N2)cc1 (configuration not stated)	i	i	-5	i	i	i	i	i	8	-1	i
CCOC(=O)Cn1nc(CC)c2ccccc2c1=O	i	i	-3	i	i	i	i	i	0	-5	i
COc1ccc(OCC(=O)NNc2c3ccccc3nc3ccccc23)cc1	i	i	-14	i	i	i	i	i	-4	-3	i
Clc1ccccc1OCCCCN1CCCC1	i	i	-12	i	i	i	i	i	4	3	i
CCOC(=O)CSc1nc(N)c2c3c(sc2n1)CCCC3	.	i	-6	i	i	i	i	i	-6	-6	i
Cc1ccc2nc(-c3cc(-c4ccccc4)no3)cn2c1	i	i	-9	i	i	i	i	i	.	-15	i
COc1ccc(SCC(=O)Nc2ccccc2Cl)cc1	i	i	-7	i	i	i	i	i	5	-2	i
Cn1ccnc1SCC(=O)Nc1ccc2c(c1)OCCO2	i	i	-4	i	i	i	i	i	-6	-3	i
CCOc1ccc(NCc2nnc(SCC(=O)Nc3nc(-c4ccccc4)cs3)n2-c2ccccc2)cc1	i	i	0	i	i	i	i	i	0	-5	i
CCN(CC)S(=O)(=O)c1ccc(N2CCCC2)c(C(=O)OCC(=O)Nc2cc(C)on2)c1	i	i	-9	i	i	i	i	i	9	3	i
CC(=O)Nc1cc2c(cc1NC(=O)Cn1nc(-c3ccccc3)ccc1=O)OCCO2	i	i	-8	i	i	i	i	i	-6	-1	i
O=C(NC(=S)Nc1ccc2oc(=O)ccc2c1)c1cc2ccccc2o1	i	i	-1	i	i	i	i	i	3	14	i
CCN1CCN(c2c(S(=O)(=O)c3ccc(C)c(C)c3)cnc3ccc(F)cc23)CC1	i	i	-7	i	i	61*	i	i	1	8	i
Cc1ccnc(NC2CCCCC2)c1	i	i	-8	i	i	i	i	i	0	3	i
O=C(NCCNC(=O)c1ccccc1O)c1ccccc1O	i	i	-6	i	i	i	i	i	2	-2	i
Cc1nc2ccccn2c1C(=O)N/N=C/c1ccccc1[N+](=O)[O-]	i	i	-7	i	i	i	i	i	4	3	i
O=C(Nc1nnc(S(=O)(=O)N2CCCC2)s1)c1ccccc1F	i	i	-3	i	i	i	i	i	-1	-1	i
O=C(Cn1c2[n+](c3ccc(C(F)(F)F)cc31)CCCCC2)Nc1c(F)cccc1F	i	i	-7	i	i	i	i	i	3	4	i
Fc1ccc(Cn2ccc(-c3cnc(-c4ccccc4)s3)n2)cc1	i	i	-4	i	100*	i	i	i	7	-49	i
Cc1ccc(CN2CCN(Cc3c(C)nn(C(C)C)c3C)CC2CCO)o1 (configuration not stated)	i	i	-3	i	i	i	i	i	0	-3	i

Full records, looked up by structure. Order of screens: ANO1 activ, KCNQ1 pot, hERG protect, KCNQ1 block, TMEM16A inh, TRPC4 act, TRPC4 PAM, KCNK3 block, DYRK1A inh, HDAC3 inh, KCNK9 block
Shown for `CCN(CC)S(=O)(=O)c1ccc(N2CCCC2)c(C(=O)OCC(=O)Nc2cc(C)on2)c1` = i, i, -9, i, i, i, i, i, 9, 3, i
Shown for `Cn1ccnc1SCC(=O)Nc1ccc2c(c1)OCCO2` = i, i, -4, i, i, i, i, i, -6, -3, i
Shown for `O=C(NC(=S)Nc1ccc2oc(=O)ccc2c1)c1cc2ccccc2o1` = i, i, -1, i, i, i, i, i, 3, 14, i
Shown for `CC(=O)Nc1cc2c(cc1NC(=O)Cn1nc(-c3ccccc3)ccc1=O)OCCO2` = i, i, -8, i, i, i, i, i, -6, -1, i

Carrying on:
molecule	ANO1 activ	KCNQ1 pot	hERG protect	KCNQ1 block	TMEM16A inh	TRPC4 act	TRPC4 PAM	KCNK3 block	DYRK1A inh	HDAC3 inh	KCNK9 block
CCOC(=O)C1CCN(Cc2ccccc2C)CC1	i	i	-6	i	i	i	i	i	.	2	i
Cc1cccc(OCc2ccc(C(=O)Nc3cc(C)on3)o2)c1	i	i	-8	i	i	i	i	i	-4	-7	i
CC(C)CC(=O)N1CCC(O)(CS(=O)(=O)c2ccc(Cl)c(Cl)c2)CC1	i	i	-11	i	i	i	i	i	.	-4	i
CN(C(=O)CCc1nnc(Cc2ccc(-c3ccccc3)cc2)o1)C1CCOCC1	i	i	-6	i	i	i	i	i	17	-5	i
COc1ccc(C(C)C)cc1S(=O)(=O)N1CCN(c2ccccc2)CC1	i	i	-12	i	i	i	i	i	-10	-1	i
CCCCNC(=O)Cn1nc(-c2ccc(C)cc2)ccc1=O	i	i	-6	i	i	i	i	i	-3	-6	i
CCN(CCCNC(=O)c1[nH]c(C)c(C(C)=O)c1C)c1ccccc1	i	i	-6	i	i	i	i	i	1	4	i
O=C(CSc1ccc(-c2ccccn2)nn1)Nc1ccc(F)c(F)c1	i	i	-6	i	i	i	i	i	5	-4	i
COc1cc(NC(=O)c2cccnc2Sc2ccc(C)c(C)c2)cc(OC)c1OC	i	i	-4	i	i	i	i	i	0	1	i
NC(Cc1ccc2nonc2c1)C(=O)O (configuration not stated)	i	i	-8	i	i	i	i	i	11	0	i
Cc1cc(NC(=O)CCCC(=O)NCc2cccs2)no1	i	i	-14	i	i	i	i	i	2	-2	i

The list is partial; rates above refer to the full screens.
